Large T inhibition = TAg ATPase/helicase activity blockers – biochemical (AID 1903). one-dose inhibition, % at 20 µM; IC50 in µM for titrated hits. actives 0.39% (n = 310,000). SV40 large T antigen ATPase/helicase inhibition assay; higher % means a stronger effect; in the data active = a potency from the dose series; note: strong numbers were not always called active
ER stress rescue = protection against thapsigargin-triggered cell killing – 384-well, CSM14.1, ATP luminescence, primary screen (AID 1222) | one-dose cellular ATP content (survival), % at 20 µM; EC50 in µM for titrated hits | 190,000 tested, under 10 active | CSM14.1 thapsigargin-induced death rescue, ATP luminescence; higher % means a stronger effect;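 active = EC50 below 50 µM in the dose-response confirmation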;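 note: death triggered by thapsigargin at about 15 µM added after 2 h compound pretreatment; cell ATP read after overnight thapsigargin exposure of roughly 18 to 22 hours; normalized against plate controls of thapsigargin alone and 5% DMSO vehicle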
LYP inhibition = PTPN22 lymphoid phosphatase activity blockers – biochemical, fluorescence intensity, uHTS (AID 1779); recombinant LYP phosphatase, fluorescence intensity; higher % means a stronger effect; one-dose inhibition, % at 11.5 µM; IC50 in µM for titrated hits; actives 0.054% (n = 290,000); in the data active = inhibition above about 50%;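 note: plate controls were vehicle with enzyme for no effect and no enzyme for full effect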
Dengue-2 NS5 capping = flavivirus cap methylation enzyme inhibition – biochemical, confirmation dose response, primary screen (AID 588689). Dengue-2 NS5 methyltransferase capping enzyme assay, biochemical; higher % means a stronger effect. inhibition, % at 25 µM; hits with a dose series show IC50 in µM. actives 0.3% (n = 340,000); in the data active = a potency from the dose series
Salmonella PhoP GFP = PhoP-dependent GFP reporter repression – Salmonella Typhimurium, primary screen (AID 1863) | S. Typhimurium PhoP-regulated promoter GFP reporter, 4 h; higher % means a stronger effect | inhibition, % at 50 µM, or IC50 in µM where a hit was titrated | actives 0.16% (n = 300,000);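 active = inhibition over 29.93%, a cutoff 3 SD above the screen mean, later confirmed by dose response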;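 note: 0% = low Mg2+ inducing control and 100% = high Mg2+ repressing control; strong numbers were not always called active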
RSV antiviral HEp-2 = RSV antiviral activity via CPE protection, HEp-2 cells, primary 10 µM value included (AID 2391); actives 0.13% (n = 310,000); HEp-2 cells, RSV-induced CPE inhibition; higher % means a stronger effect; CPE inhibition, % at 10 µM, or IC50 in µM where a hit was titrated; in the data active = a potency from the dose series; note: strong numbers were not always called active
MgcRacGAP inhibition = MgcRacGAP GTPase-activating activity inhibitors, confirmation, biochemical, ADP Hunter fluorescence; inhibition, % at 30 µM, or IC50 in µM where a hit was titrated; MgcRacGAP-stimulated Rac1 GTP hydrolysis, ADP Hunter fluorescence; higher % means a stronger effect; GST-tagged Rac1 F28L mutant substrate; actives 0.6% (n = 340,000);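 active = first-screen hits whose inhibition reached a set limit at any dose in the follow-up dose series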;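 note: fluorescence reports GDP produced by GAP-driven GTP hydrolysis; strong numbers were not always called active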
West Nile virus CPE = West Nile virus antiviral activity, cell-based, CPE readout (AID 1621). West Nile virus-infected cells, CPE inhibition; higher % means a stronger effect. CPE inhibition, % at 10 µM, or IC50 in µM where a hit was titrated. actives 0.02% (n = 290,000); in the data active = a potency from the dose series; note: strong numbers were not always called active
GPR35 antagonists = inhibition of zaprinast-stimulated GPR35 beta-arrestin translocation – imaging, U2OS, beta-arrestin-GFP, zaprinast agonist, primary screen (AID 2058); one-dose inhibition, % at 10 µM; IC50 in µM for titrated hits; U2OS GPR35 beta-arrestin-GFP translocation imaging, zaprinast antagonism; higher % means a stronger effect; actives 0.052% (n = 290,000);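 active = inhibition of at least 50% with at least 30 cells and total cytoplasm GFP at most 10,000,000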
Dengue-2 NS5 capping pilot replicate = second read-out of Dengue-2 NS5 capping, no call of its own (marks repeat the call); inhibition, %; measured here: pilot screen replicate inhibition
* hit, by the source's call; · = no result given.

SMILES	Large T inhibition	ER stress rescue	LYP inhibition	Dengue-2 NS5 capping	Salmonella PhoP GFP	RSV antiviral HEp-2	MgcRacGAP inhibition	West Nile virus CPE	GPR35 antagonists	others
O=C(Cc1ccccc1)NCC(=O)OCC(=O)c1ccc(Cl)cc1	26.6%	·	-9.3%	-3.2%	-3.0%	1.2%	5.8%	-0.1%	-6.9%
O=C(Nc1sc2c(c1C(=O)O)CCCC2)c1cccc(Cl)c1	5.4%	·	-1.3%	71.8µM*	0.5%	19.7%	18.3%	-0.5%	2.6%
COc1ccc(Nc2nc(-c3cccnc3)cs2)c(OC)c1	9.7%	·	-5.6%	-5.3%	1.8%	5.3%	4.4%	0.2%	-1.0%	Dengue-2 NS5 capping pilot replicate=-2.2
COc1ccc(C(=O)NC2CCCCC2)cc1S(=O)(=O)N1CCCC1	1.4%	1.2%	-14.3%	-5.7%	-8.3%	1.4%	-7.5%	0.0%	-5.5%
CCCN(CCC)CCNc1c(NC2CCN(C(=O)OCC)CC2)c(=O)c1=O	2.1%	-1.1%	-4.6%	0.7%	0.0%	0.1%	-2.5%	0.8%	13.9%
Cc1cccc(-c2nc3ccccc3c(=O)n2NC(=O)c2cccnc2Cl)c1	3.3%	-2.3%	-0.7%	-4.3%	14.5%	2.4%	-1.9%	1.2%	-2.1%
CCN(c1ccccc1)S(=O)(=O)c1ccc(OC)c(NC(=O)CCc2nc3ccccc3c(=O)[nH]2)c1	11.6%	·	·	-10.1%	8.1%	20.4%	11.2%	·	·
CN(C)C(=O)c1ccc(NC(=O)c2cncc(Br)c2)cc1	2.2%	-1.6%	-5.8%	2.1%	-8.6%	3.0%	4.4%	0.1%	25.1%	Dengue-2 NS5 capping pilot replicate=-1.8
COc1ccc(C)cc1Cn1c(S(C)(=O)=O)nc2ccccc21	-5.4%	-2.6%	5.5%	-0.7%	0.6%	2.1%	10.7%	-0.6%	0.2%
COC(=O)/C=C/c1oc2ccccc2c1C	5.5%	0.7%	1.1%	2.9%	-7.7%	-0.8%	6.9%	-0.7%	-11.0%
CCc1ccc(C2=NN(C(C)=O)C(c3ccco3)C2)cc1 (centres undefined)	17.6%	2.4%	5.5%	0.0%	6.7%	17.4%	-3.7%	-1.0%	-7.0%
Cc1ccc(NC(=O)c2ccc(S(=O)(=O)N3CCCC3)cc2)nc1	11.3%	·	·	1.4%	4.4%	1.3%	6.2%	·	·
Cc1c(C#N)c(NC(=O)c2ccccc2)n(Cc2ccccc2)c1C	-0.5%	-1.8%	-5.5%	-9.0%	3.9%	0.2%	-0.6%	-0.1%	1.9%
COc1ccc(CNC(=O)C2CCCN(S(=O)(=O)N3CC(C)CC(C)C3)C2)c(OC)c1 (centres undefined)	2.8%	·	-7.9%	4.7%	2.6%	1.6%	5.7%	0.3%	7.1%
COc1ccccc1NC(=O)Nc1ccccc1C(=O)NCCCN1CCOCC1	5.3%	·	-5.2%	-6.3%	5.5%	·	12.4%	0.1%	11.3%
O=C(N/N=C/c1cccs1)c1ccccn1	3.3%	-2.4%	1.8%	-1.7%	-6.5%	1.0%	1.4%	0.0%	4.2%
O=C(c1nn(-c2ccccc2)c(=O)c2ccccc12)N1CCN(c2ncccn2)CC1	2.7%	-0.8%	0.0%	-8.9%	4.0%	-0.7%	3.5%	-0.5%	-6.3%
CCOC(=O)c1ccc(NC(=O)c2ccccc2)cc1	8.4%	-2.9%	2.6%	-1.4%	5.0%	10.8%	2.2%	-0.2%	15.2%
CCOC(=O)N1CCc2c(sc(NC(=O)CN3CCOCC3)c2C#N)C1	-19.2%	·	-5.3%	·	-3.1%	0.1%	·	0.0%	10.5%
Cc1ccccc1CN1CCC(N2CCC(C(=O)NCC3CCCO3)CC2)CC1 (centres undefined)	10.3%	·	-9.0%	2.6%	-2.2%	-0.1%	5.1%	-0.2%	-2.5%
Cc1ccccc1OCC(=O)NNC(=O)c1ccc(-n2cncn2)c([N+](=O)[O-])c1	13.3%	·	·	0.7%	-1.1%	-0.8%	3.2%	·	·
CCOc1ccc(NS(=O)(=O)c2ccc(C(=O)N(C)Cc3cccc(OC)c3OC)cc2)cc1	11.1%	·	-8.3%	2.6%	8.1%	6.3%	8.2%	-0.9%	-2.3%
CC(C)(C)c1cc(CCC(=O)NNC(=O)c2ccco2)cc(C(C)(C)C)c1O	1.1%	1.0%	-7.9%	-0.7%	-0.4%	1.0%	8.1%	-0.8%	-4.2%
Fc1ccccc1/C=N/Nc1cc(N2CCCCC2)ncn1	5.5%	·	·	-7.4%	4.3%	3.6%	-2.6%	-0.5%	·
Cc1ccc(NC(=O)C(C)c2cccc(C(=O)c3ccccc3)c2)cc1O (centres undefined)	4.3%	-3.0%	1.4%	2.2%	-2.2%	2.2%	-1.3%	-1.5%	3.0%
Cc1ccc(OCCOCCN2CCCC2)c(Br)c1	22.3%	·	-5.8%	10.1%	14.2%	-0.2%	31.4%	-1.1%	6.8%
CCOc1cc(C2C(C(=O)c3ccco3)=C(O)C(=O)N2Cc2ccccc2)ccc1O (centres undefined)	-1.6%	·	-3.0%	-2.4%	4.8%	2.6%	4.5%	-0.4%	-8.7%
CCOc1ccc(C(CC(=O)O)NS(=O)(=O)c2ccc(C)cc2)cc1OC (centres undefined)	10.2%	-0.9%	4.6%	-2.3%	-1.2%	0.5%	0.7%	·	-5.2%
O=C(OCc1nnc(-c2ccccc2)o1)c1ccc(Br)o1	13.2%	·	·	2.2%	-4.5%	0.3%	3.0%	·	·
CC(C)NC(=O)c1cc(-c2cccs2)on1	3.9%	1.2%	-2.6%	-5.5%	9.6%	0.9%	5.4%	-0.8%	-12.3%
O=c1cc(/C=C/c2ccccc2)oc2ccccc12	-2.2%	0.5%	5.3%	-2.0%	12.1%	1.7%	0.6%	1.4%	-9.2%
O=C(CCCNS(=O)(=O)c1cccs1)N1CCc2ccccc2C1	-3.7%	0.5%	0.1%	-1.5%	-6.5%	0.6%	3.2%	0.2%	27.0%
CC(O)Cn1c(N2CCCC2)nc2c1c(=O)[nH]c(=O)n2C (centres undefined)	12.1%	·	-1.6%	-2.3%	-2.9%	-0.1%	4.9%	0.3%	-7.7%
Cc1cc(NC(=O)Cc2cccs2)nn1CC(=O)NCc1ccco1	6.5%	-1.1%	-9.7%	·	-7.1%	0.3%	4.0%	0.2%	-8.0%
CC(=O)NCc1cn2c(C)csc2n1	6.2%	-2.0%	-3.9%	3.5%	-8.9%	2.9%	0.9%	-0.2%	3.8%
CC(=O)Nc1sc2c(c1C(c1cccc(F)c1)N1CCN(CCO)CC1)CCCC2 (centres undefined)	17.4%	0.3%	-5.4%	2.9%	-4.2%	-0.7%	-1.4%	0.0%	-15.4%
CCSc1nnc(CNC(=O)C23CC4CC(CC(C4)C2)C3)n1Cc1ccccc1	13.5%	2.6%	4.5%	-1.4%	-11.2%	2.6%	10.6%	·	12.6%
CCOC(=O)C1CCN(C(=O)/C=C/c2cccs2)CC1	3.6%	-0.9%	2.7%	-5.2%	-2.1%	-1.4%	0.1%	-0.4%	-11.2%
COc1ccc(-c2cc(C(=O)NN3CCOCC3)c3ccccc3n2)cc1OC	·	·	-10.8%	0.7%	·	·	6.6%	-0.6%	-5.8%
COc1cccc(N2CCN(C(=O)c3ccc4nc[nH]c4c3)CC2)c1	-1.6%	·	-13.4%	1.0%	-0.5%	1.1%	6.8%	-0.1%	4.6%

Gathered by group, the compounds so far with bromine.
SMILES	Large T inhibition	ER stress rescue	LYP inhibition	Dengue-2 NS5 capping	Salmonella PhoP GFP	RSV antiviral HEp-2	MgcRacGAP inhibition	West Nile virus CPE	GPR35 antagonists	others
CN(C)C(=O)c1ccc(NC(=O)c2cncc(Br)c2)cc1	2.2%	-1.6%	-5.8%	2.1%	-8.6%	3.0%	4.4%	0.1%	25.1%	Dengue-2 NS5 capping pilot replicate=-1.8
Cc1ccc(OCCOCCN2CCCC2)c(Br)c1	22.3%	·	-5.8%	10.1%	14.2%	-0.2%	31.4%	-1.1%	6.8%
O=C(OCc1nnc(-c2ccccc2)o1)c1ccc(Br)o1	13.2%	·	·	2.2%	-4.5%	0.3%	3.0%	·	·

Remaining list, next part:
SMILES	Large T inhibition	ER stress rescue	LYP inhibition	Dengue-2 NS5 capping	Salmonella PhoP GFP	RSV antiviral HEp-2	MgcRacGAP inhibition	West Nile virus CPE	GPR35 antagonists	others
COc1ccc(C(=O)/C=C2\NCCc3cc(OC)c(OC)cc32)cc1OC	3.6%	·	3.1%	-12.7%	-4.5%	10.1%	-10.8%	2.0%	3.9%
Cc1cc(C)cc(OCC(=O)Nc2cccc(C(=O)O)c2)c1	-5.9%	-0.1%	-8.4%	-1.6%	-1.2%	-0.3%	9.3%	1.0%	4.4%
COc1ccc(CCNC(=O)CN2C(=O)NC(CCSC)C2=O)cc1 (centres undefined)	14.8%	0.4%	-6.2%	-13.5%	2.2%	1.0%	-2.0%	0.2%	15.9%
NC(=O)c1cc2ccccc2o/c1=N\NC(=O)c1ccc(F)cc1	0.1%	·	-4.4%	-2.9%	10.5%	-0.8%	1.9%	0.0%	-4.8%
Cc1c(Cl)cccc1S(=O)(=O)Nc1ccnn1C	7.3%	·	-9.9%	3.9%	-15.1%	1.6%	5.5%	0.4%	8.9%
COc1cc(NC(=O)CSc2nnc3ccc(-c4cccnc4)nn23)cc(OC)c1	3.5%	·	·	0.7%	0.9%	-1.8%	7.0%	·	·
O=C(O)c1ccc(C(=O)Nc2cccc3ccccc23)c(C(=O)O)c1	6.1%	·	-8.0%	43.6%	-1.9%	0.8%	6.9%	0.4%	4.3%
O=C(Nc1nnc(-c2ccc(Cl)cc2)o1)NC1CCCCC1	0.8%	-1.6%	-5.6%	-1.4%	-3.7%	0.3%	9.3%	0.5%	-4.7%
O=C1N=C2N(CCN3CCCCC3)c3ccccc3N2/C1=C\c1ccc([N+](=O)[O-])o1	2.9%	0.7%	2.7%	·	6.7%	·	·	1.7%	-7.3%
CN1CCCN(C(=O)CC2(CC(=O)O)CCCC2)CC1	6.1%	0.3%	-7.5%	-3.1%	-7.1%	0.6%	4.6%	-0.2%	4.0%
CCOC(=O)/C(C(=Nc1ccccc1)Nc1ccccc1)=C(\C)O	12.2%	·	-3.2%	1.6%	-9.4%	-0.8%	1.6%	0.2%	-2.0%
O=C(NN1C(=O)C2C3C=CC([C@@H]2C1=O)C31CC1)c1ccccc1 (some centres undefined)	21.1%	·	-7.4%	3.8%	0.0%	·	-15.2%	0.3%	-3.7%
O=C(COC(=O)C1CCC1)Nc1cc(S(=O)(=O)N2CCCCC2)ccc1Cl	8.3%	·	·	-0.7%	1.9%	0.1%	3.1%	·	·
Cc1ccc(C(=O)c2oc3ccccc3c2NC(=O)c2cc(-c3ccccc3O)n[nH]2)cc1	15.2%	-1.3%	2.2%	-7.4%	-6.6%	4.3%	1.3%	-0.4%	2.6%

Grouped by structure: those above containing a nitro group on carbon.
SMILES	Large T inhibition	ER stress rescue	LYP inhibition	Dengue-2 NS5 capping	Salmonella PhoP GFP	RSV antiviral HEp-2	MgcRacGAP inhibition	West Nile virus CPE	GPR35 antagonists	others
Cc1ccccc1OCC(=O)NNC(=O)c1ccc(-n2cncn2)c([N+](=O)[O-])c1	13.3%	·	·	0.7%	-1.1%	-0.8%	3.2%	·	·
O=C1N=C2N(CCN3CCCCC3)c3ccccc3N2/C1=C\c1ccc([N+](=O)[O-])o1	2.9%	0.7%	2.7%	·	6.7%	·	·	1.7%	-7.3%
